High-throughput results: PubChem, several laboratories
BAP1 inh – human BAP1 deubiquitinase inhibition | actives 0.48% (n = 72,000) | Q92560 | recombinant BAP1, Ub-AMC hydrolysis fluorescence kinetic; hits give low values | activity remaining (% of control), % at 20 µM | AID 436;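 active = activity remaining at or below 50% of control, provided the compound also passes the data quality filters; inactive = the rest, including low values that fail the filters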;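 also: 100% = DMSO wells rate and 0% = substrate alone blank rate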
Target sequence (Q92560 whole entry, looked up): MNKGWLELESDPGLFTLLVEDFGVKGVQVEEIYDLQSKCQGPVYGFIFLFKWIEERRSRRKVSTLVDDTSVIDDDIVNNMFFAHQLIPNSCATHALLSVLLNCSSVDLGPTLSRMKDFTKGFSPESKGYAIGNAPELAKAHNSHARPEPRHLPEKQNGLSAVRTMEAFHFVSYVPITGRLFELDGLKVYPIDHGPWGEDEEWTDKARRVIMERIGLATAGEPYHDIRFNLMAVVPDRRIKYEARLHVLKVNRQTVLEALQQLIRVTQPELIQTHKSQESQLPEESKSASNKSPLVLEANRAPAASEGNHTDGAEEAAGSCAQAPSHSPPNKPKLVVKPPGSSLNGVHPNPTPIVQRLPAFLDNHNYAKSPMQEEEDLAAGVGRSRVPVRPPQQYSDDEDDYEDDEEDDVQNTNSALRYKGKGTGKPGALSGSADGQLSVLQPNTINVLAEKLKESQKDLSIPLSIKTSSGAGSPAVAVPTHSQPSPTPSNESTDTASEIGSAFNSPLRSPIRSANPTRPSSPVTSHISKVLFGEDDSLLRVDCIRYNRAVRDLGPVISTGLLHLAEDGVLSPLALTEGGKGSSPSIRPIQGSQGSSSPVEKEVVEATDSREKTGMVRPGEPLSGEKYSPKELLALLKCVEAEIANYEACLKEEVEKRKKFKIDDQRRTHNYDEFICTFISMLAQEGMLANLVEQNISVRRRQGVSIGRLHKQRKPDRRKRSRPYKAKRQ
HePTP inh – blocks human HePTP tyrosine phosphatase; recombinant HePTP phosphatase activity, OD absorbance; actives 0.64% (n = 110,000); AID 521; inhibition, % at 20 µM; in the data active = inhibition above about 50%;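 also: plate controls were vehicle for no effect and reference inhibitor for full effect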
Target sequence (P35236 whole entry, looked up): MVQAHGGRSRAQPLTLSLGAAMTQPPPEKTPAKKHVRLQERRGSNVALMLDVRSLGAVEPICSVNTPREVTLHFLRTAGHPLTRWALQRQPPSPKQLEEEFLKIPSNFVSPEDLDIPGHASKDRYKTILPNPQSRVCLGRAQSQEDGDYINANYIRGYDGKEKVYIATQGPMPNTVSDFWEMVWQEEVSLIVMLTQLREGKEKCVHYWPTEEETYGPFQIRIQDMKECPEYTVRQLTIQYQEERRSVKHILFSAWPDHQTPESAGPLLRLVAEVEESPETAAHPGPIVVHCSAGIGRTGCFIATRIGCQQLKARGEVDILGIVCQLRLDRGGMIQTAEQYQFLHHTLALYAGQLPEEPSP
* marks the source's active call; other numbers are inactive results; x = not tested or not shown; & = joins results of further samples.

SMILES	BAP1 inh	HePTP inh
COc1ccc(NC(=O)COc2ccc(-c3ccc(C)cc3)cc2)cc1	x	5
N/C(=N/OC(=O)c1ccccc1F)c1nonc1N	x	6
CCOC(=O)c1c(NC(=O)CSc2nncn2C)sc2c1CCCC2	x	5
Cc1ccc(S(=O)(=O)CCc2nc3ccccc3o2)cc1	64	2
O=C(c1ccc(N2CCOCC2)cc1)c1cccs1	87	3
COc1ccc(OC)c(NC(=O)CN(c2ccc(C)cc2)S(=O)(=O)c2ccc(OC)c(OC)c2)c1	x	-4
COc1ccccc1/C=c1\sc2nc(-c3ccco3)nn2c1=O	97	17
CCOC(=O)c1c(C)nc(C)c(C(=O)OCC)c1-c1ccccc1	x	8
CCCc1c(O)nc(SCCN(CC)CC)n(C(=O)c2ccccc2)c1=O	101	5&-18
COC(=O)C1=C(C)N=C2SC(C)C(=O)N2C1c1ccc(C(=O)OC)cc1 (stereo not drawn)	95	7
CCOC(=O)c1c(NC(=O)c2cncc(Br)c2)sc(C)c1C	x	10
CCOC(=O)c1sc(=NC(=O)c2ccc(C(=O)OC)cc2)n(C)c1C	202	x
COc1cc2c(cc1OC)C(C)N(C(=O)C1COc3ccccc3O1)CC2 (stereo not drawn)	102	-2&4
CC(C)(C)n1nc2c(c1NC(=O)c1cccc(C(F)(F)F)c1)CS(=O)C2 (stereo not drawn)	96	4
O=C1NC(=S)S/C1=C\c1ccccc1[N+](=O)[O-]	x	93*
COc1ccc(S(=O)(=O)N(C)CC(=O)NC2CC2)cc1	112	-5
NC(=O)c1oc2ccc(Cl)cc2c1NC(=O)CN1CCOCC1	109	2
FC(F)(F)c1ccccc1-n1ccnc1	94	x
O=Cc1ccc(OCc2ccc([N+](=O)[O-])cc2)cc1	x	-1
CCC(C(=O)Nc1cnccn1)c1ccccc1 (stereo not drawn)	87	2
COCC(C)NC(=O)c1cc(-c2ccc(O)cc2)on1 (stereo not drawn)	91	9
O=C1CC(c2ccc(F)cc2)Cc2nc(N3CCN(c4ccccc4)CC3)ncc21 (stereo not drawn)	x	-4
Cc1nc(C)n(C)c(=O)c1-c1ccccc1	x	6
O=C(CCCCn1c(=O)c2ccccc2n(Cc2ccc(F)cc2Cl)c1=O)NCc1ccco1	73	9
Cc1ccc(N(CC(=O)Nc2ccccc2C)S(=O)(=O)c2ccc(F)cc2)cc1	x	-17
CCN(CC)c1ccc(/C=C2\C(=O)NC(=S)N(c3ccc(F)cc3)C2=O)c(OC)c1	x	-11
CC1CCc2c(sc(NC(=O)c3ccccc3Cl)c2C(=O)NCc2ccco2)C1 (stereo not drawn)	x	10
N/C(=N\OC(=O)c1cccc2ccccc12)c1cccc([N+](=O)[O-])c1	x	-3
CCCCCOC(=O)CSc1nnc(-c2cc(OC)c(OC)c(OC)c2)o1	102	5
O=C(NC1CCCCC1)N(Cc1nc2ccccc2c(=O)[nH]1)C1CCCCC1	59	0
O=c1[nH]cnc2nc(-c3ccccc3)c(-c3ccccc3)nc12	112	-4
COCCNC(=O)C(c1ccc(C)o1)N(C(=O)c1snc(C(N)=O)c1N)c1ccc(C)c(C)c1 (stereo not drawn)	54	1
COc1ccccc1-n1c(C)nnc1SCC(N)=O	97	7
O=C(Cc1ccccc1)Nc1ncc(Cc2ccc(Cl)cc2Cl)s1	x	10
O=C(Nc1ccc(S(=O)(=O)N2CCCCCC2)cc1)c1ccc(Br)o1	79	3
CC(=O)c1cccc(NC(=O)c2ccccc2N(Cc2ccccc2)S(=O)(=O)c2ccccc2)c1	x	-4
CC(=O)Nc1ccc(NC(=O)CCC(=O)NCCO)cc1	86	3&6
C=CCNC(=O)C(=O)NCc1ccccc1	x	-10
Cn1c(=O)c2c(nc(NCCc3ccccc3)n2C)n(C)c1=O	x	-1
Cn1c(=O)c2cc(S(=O)(=O)NCCC(=O)NCCC3=CCCCC3)ccc2n(C)c1=O	95	3
O=C(O)c1cc(Cl)ccc1NC(=O)C1CCCO1 (stereo not drawn)	116	-5
O=C(Nc1nc2ccc(Cl)cc2s1)c1ccc(Br)o1	40*	3
O=C(O)C1CC=C(Cl)CC1C(=O)NCc1ccccc1 (stereo not drawn)	103	1
O=C(Nc1ccc(N2CCOCC2)cc1N1CCOCC1)c1ccco1	69	7
COc1ccccc1C(=O)N1c2ccccc2C(C)(c2ccccc2)CC1(C)C (stereo not drawn)	70	x
COc1cc(C2Nc3ccc4ncccc4c3C3=C2C(=O)CCC3)cc(OC)c1O (stereo not drawn)	86	-5
O=C(c1cc([N+](=O)[O-])ccc1F)N1CCN(c2cc(N3CCCCC3)c(F)cc2[N+](=O)[O-])CC1	x	6
COc1ccc(C(=O)N2c3ccccc3C(N(C(=O)c3cccs3)c3ccccc3)CC2C)cc1 (stereo not drawn)	x	7
CC1(C)Cc2c(c(=S)nc(-c3ccccc3)n2CCN2CCOCC2)CO1	91	-5
CCCCCn1c(Sc2ncccn2)nc2c1c(=O)[nH]c(=O)n2C	87	x

For reference, 23 of the compounds above:
SMILES	BAP1 inh	HePTP inh
N/C(=N\OC(=O)c1cccc2ccccc12)c1cccc([N+](=O)[O-])c1	x	-3
CCCCCOC(=O)CSc1nnc(-c2cc(OC)c(OC)c(OC)c2)o1	102	5
O=C(NC1CCCCC1)N(Cc1nc2ccccc2c(=O)[nH]1)C1CCCCC1	59	0
O=c1[nH]cnc2nc(-c3ccccc3)c(-c3ccccc3)nc12	112	-4
COCCNC(=O)C(c1ccc(C)o1)N(C(=O)c1snc(C(N)=O)c1N)c1ccc(C)c(C)c1 (stereo not drawn)	54	1
COc1ccccc1-n1c(C)nnc1SCC(N)=O	97	7
O=C(Cc1ccccc1)Nc1ncc(Cc2ccc(Cl)cc2Cl)s1	x	10
O=C(Nc1ccc(S(=O)(=O)N2CCCCCC2)cc1)c1ccc(Br)o1	79	3
CC(=O)c1cccc(NC(=O)c2ccccc2N(Cc2ccccc2)S(=O)(=O)c2ccccc2)c1	x	-4
CC(=O)Nc1ccc(NC(=O)CCC(=O)NCCO)cc1	86	3&6
C=CCNC(=O)C(=O)NCc1ccccc1	x	-10
Cn1c(=O)c2c(nc(NCCc3ccccc3)n2C)n(C)c1=O	x	-1
Cn1c(=O)c2cc(S(=O)(=O)NCCC(=O)NCCC3=CCCCC3)ccc2n(C)c1=O	95	3
O=C(O)c1cc(Cl)ccc1NC(=O)C1CCCO1 (stereo not drawn)	116	-5
O=C(Nc1nc2ccc(Cl)cc2s1)c1ccc(Br)o1	40*	3
O=C(O)C1CC=C(Cl)CC1C(=O)NCc1ccccc1 (stereo not drawn)	103	1
O=C(Nc1ccc(N2CCOCC2)cc1N1CCOCC1)c1ccco1	69	7
COc1ccccc1C(=O)N1c2ccccc2C(C)(c2ccccc2)CC1(C)C (stereo not drawn)	70	x
COc1cc(C2Nc3ccc4ncccc4c3C3=C2C(=O)CCC3)cc(OC)c1O (stereo not drawn)	86	-5
O=C(c1cc([N+](=O)[O-])ccc1F)N1CCN(c2cc(N3CCCCC3)c(F)cc2[N+](=O)[O-])CC1	x	6
COc1ccc(C(=O)N2c3ccccc3C(N(C(=O)c3cccs3)c3ccccc3)CC2C)cc1 (stereo not drawn)	x	7
CC1(C)Cc2c(c(=S)nc(-c3ccccc3)n2CCN2CCOCC2)CO1	91	-5
CCCCCn1c(Sc2ncccn2)nc2c1c(=O)[nH]c(=O)n2C	87	x

Remaining list, next part.
SMILES	BAP1 inh	HePTP inh
Cc1nc(SCC#N)c2c(C)c(C)sc2n1	x	12
C=CCN1C(=O)/C(=C\c2cc(OC)ccc2OC)C(=O)NC1=S	x	7
CC(=O)Cc1nsc(NC(=O)c2ccc(-c3ccccc3Cl)o2)n1	162	x
O=C(N/N=C/C(Br)=C/c1ccccc1)c1cc(C2CC2)[nH]n1	x	-4
COc1cccc(OC)c1C(=O)Nc1cccc(C(C)=O)c1	92	11
CCN(CC)C(=O)C(=O)N/N=C/c1cccc(Br)c1	x	6
CCOC(=O)c1sc(NC(=O)CCC2CCCC2)c(C(N)=O)c1C	x	0
CC(C#N)Sc1nc2ccccc2c(=O)n1-c1ccccc1 (stereo not drawn)	111	-5
CC1CCCc2sc3nc(N4CCN(CCO)CC4)n4ncnc4c3c21 (stereo not drawn)	145	-12
CCCCNC(=O)Cn1nc(C(F)(F)F)c(Br)c1C	x	6
CCOC(=O)C1=C(C)N(CCOC)C(=O)/C1=C\c1ccc2c(c1)OCO2	x	4
CC(C)=C(NC(=O)c1ccccc1)C(=O)N1CCOCC1	95	-1&-3
O=C1NC2=Nc3ccccc3NC(c3ccccc3)=C2C(c2ccc(N3CCOCC3)cc2)N1 (stereo not drawn)	x	6
O=C(CCN1C(=O)c2ccccc2S1(=O)=O)Nc1ccc2c(c1)OCCO2	95	10
O=C(Cc1ccccc1[N+](=O)[O-])N1CCN(c2cccc(Cl)c2)CC1	x	4
Cc1ccc(/C=c2\sc3nc(-c4cccnc4)nn3c2=O)cc1	67	15
CC(=O)Nc1cccc(OCC(=O)Nc2ccccc2)c1	129	4
CC(C)C(c1nnnn1CC1CCCO1)N1CCN(C2CCCC2)CC1 (stereo not drawn)	89	-2
CCSc1nncn1/N=C/c1ccc(OC)c(OC)c1	91	-5&-7
NC(=O)N1CC(O)CC1C(=O)Nc1ccc(Cl)c(Cl)c1 (stereo not drawn)	124	4
Cc1ccc(N2C(=O)NC(=O)/C(=C/c3cccc(Cl)c3)C2=O)cc1	x	-2
CC1CCN(C(=O)c2ccc([N+](=O)[O-])cc2NC(=O)c2cccs2)CC1	84	4
CCOC(=O)N1CCN(S(=O)(=O)c2cc3c(cc2C)NC(=O)CO3)CC1	101	6
COc1ccc2oc(=O)c(-c3nc(C)cs3)cc2c1	125	4
CC(=O)c1ccc(Nc2cc(C)nc3nc(C)nn23)cc1	82	4
Nc1nnc(SCC(=O)NCC(=O)c2ccccc2)s1	x	6
Cc1c(C=Nc2ccc(Br)cc2)c(O)n(C)c(=O)c1C#N	x	-2
CCOC(=O)c1ccc(N2C(=O)C3CC=C(C)CC3C2=O)cc1 (stereo not drawn)	98	7&8
COc1ccc(N=Cc2c(O)n(-c3ccccc3Cl)c(=O)[nH]c2=O)cc1	x	4
O=C(CSc1ccc2nnc(-c3cccnc3)n2n1)NCc1ccco1	102	10
Fc1ccc(C(c2nnnn2Cc2ccccc2)N2CCSCC2)cc1 (stereo not drawn)	93	-1
COc1cccc(-c2cc(C(=O)Nc3nc4ccccc4s3)c3ccccc3n2)c1	x	12
CC(C)(O)C#Cc1ccc(C(=O)N2CCN(C/C=C/c3ccccc3)CC2)cc1	x	-4
CSc1ccc(/C=N/n2nnnc2N)cc1	x	-4
Cc1nn(S(=O)(=O)c2ccc([N+](=O)[O-])cc2)c(C)c1Sc1ccc(Cl)cc1	94	x
CN1C(=O)NC(=O)/C(=C/c2ccc(-c3cccc(Cl)c3Cl)o2)C1=O	x	12
CCOc1ccc(Nc2nc(-c3sc(NC(=O)CC)nc3C)cs2)cc1	x	7
O=C(c1cc(-c2cccnc2)nc2ccc(Br)cc12)N1CCC2(CC1)OCCO2	146	14
CC(Cc1ccccc1)NC(=O)CC(c1ccccc1)c1ccc(O)c(Cl)c1Cl (stereo not drawn)	x	-20
CCn1c(COc2ccccc2)nnc1SCc1ccc(C#N)cc1	99	5
CC(C)Nc1nc(SCC(=O)Nc2ccccc2)nc(N2CCOCC2)n1	x	6
CC(=O)Nc1cc2c(cc1C(=O)C(C)C)OCCO2	121	6
CC(C)(C)OC(=O)N1CC(O)CC1C(=O)OCC(=O)c1ccc(Cl)cc1 (stereo not drawn)	96	x
O=C(NCC1CCCO1)C(=O)Nc1ccc(Oc2ccccc2)cc1 (stereo not drawn)	x	-14
CCSc1nnc2c(n1)OC(c1ccc(O)c(O)c1)Nc1ccccc1-2 (stereo not drawn)	x	-17
COc1cc(NC(=O)c2cnn3c(C(F)(F)F)cc(-c4ccc(F)cc4)nc23)cc([N+](=O)[O-])c1	58	x
Cc1cc(C)cc(OCc2nnc(SCC(=O)OC3CCCCC3)o2)c1	92	8
O=C(O)CSc1nnc(-c2cccs2)n1-c1ccccc1	x	13
O=C(NCc1ccc2c(c1)OCO2)c1ccc(-c2ccc(Cl)cc2)o1	x	-8
CC(=O)Nc1ccc2oc(-c3cc(F)c(F)cc3Cl)nc2c1	129	-4
Additional compounds follow:
SMILES	BAP1 inh	HePTP inh
CCOc1ccccc1N1CCN(Cc2ccc(OC)c(OC)c2)CC1	103	8
CC(C)CN(C(=O)COC(=O)c1ccc2c(c1)NC(=O)CS2)C1CCS(=O)(=O)C1 (stereo not drawn)	104	4
Cc1cc(C)n(CCOC(=O)c2sc3ccccc3c2Cl)n1	119	-6
CCOc1ccc(C2=Nn3c(nnc3-c3cccnc3)SC2)cc1	91	7
CCCC(=O)Nc1ccc(C(=O)n2nnc3ccccc32)cc1	56	-8
O=C1NC(=O)c2ccc3c4c(ccc1c24)CC3	x	-4
CCc1nnc(NC(=O)Cn2nnc(-c3ccccc3F)n2)s1	85	5
O=S(=O)(c1cccs1)N1CCC(Cc2ccccc2)CC1	x	7
CCCc1ccc(-c2ccc(C(=O)Nc3ccc(C)cc3)cc2)nc1	118	x
CCOc1ccc(C(=O)Nc2c[nH]c(=O)[nH]c2=O)cc1	96	x
Cc1cc(N/C=C/C(=O)c2ccc(Cl)s2)no1	x	102*
CC1=CC(C)(C)NC(=S)N1NC(=O)c1ccccc1	x	-1
O=C(Nc1ccccc1C(=O)O)c1ccc(Cl)c(S(=O)(=O)N2CCOCC2)c1	87	4
CCOc1ccc(S(=O)(=O)N2CCC(C(N)=O)CC2)c2ccccc12	89	3
CCc1nnc(NC(=O)CSc2nnc(COc3ccccc3C)o2)s1	97	-1
Cc1cccc(N2CC(=O)N(c3cccc(C)c3)CC2=O)c1	69	4
COc1ccccc1CNC(=O)CNC(=O)Cn1cnc2ccccc2c1=O	98	-3
O=C1C(=O)N(c2cccc(Cl)c2)C(c2ccc(F)cc2)/C1=C(\O)c1ccccc1 (stereo not drawn)	x	3
CCN=C(NCC)SC1CC(=O)N(c2ccc(Cl)c(Cl)c2)C1=O (stereo not drawn)	x	1
CCOc1ccc(-c2nnn(CC(=O)N3CCN(c4ccc(F)cc4)CC3)n2)cc1OCC	66	16
Cc1cc(=O)[nH]c2n[nH]c(-c3ccccc3)c12	95	9
